Screening data (PubChem)
Mtb BioA inh = M. tuberculosis BioA enzyme inhibitors, primary screen, biochemical, plate reader, single point, HTS. purified M. tuberculosis BioA enzyme. inhibition, % at 9.99 µM. actives 0.096% (n = 360,000); in the data active = inhibition above about 40%
* marks the source's active call; other numbers are inactive results. The list is partial (hit frequency here may not be typical).

Start of the data: the first ten records (preview)
SMILES	Mtb BioA inh
C[C@H](CO)N1C[C@H](C)[C@@H](CN(C)Cc2ccncc2)OCCCC[C@H](C)Oc2ccc(NS(=O)(=O)c3ccccc3)cc2C1=O	-2.1
CNC[C@H]1OCCCC[C@H](C)Oc2ccc(NS(=O)(=O)c3cccs3)cc2C(=O)N([C@H](C)CO)C[C@@H]1C	-3.3
C[C@@H]1CN([C@@H](C)CO)C(=O)CCCn2nncc2CO[C@@H]1CN(C)CC1CC1	-0.7
CN(C)CC(=O)N[C@@H]1CC[C@@H](CCNC(=O)C2CCCCC2)O[C@H]1CO	-0.1
C[C@@H]1CN([C@H](C)CO)C(=O)c2cc(NC(=O)c3ccccc3)ccc2O[C@@H](C)CCCCO[C@H]1CN(C)C(=O)Nc1cccc2ccccc12	2.1
C[C@H](O)C#Cc1ccc([C@H]2[C@@H](CO)N3CCCCN(S(=O)(=O)Cc4ccccc4)C[C@@H]23)cc1	0.2
Cc1ccc(S(=O)(=O)N(C)C[C@H]2OCCCC[C@H](C)Oc3ccc(NC(=O)Nc4ccc(F)cc4)cc3C(=O)N([C@@H](C)CO)C[C@@H]2C)cc1	-1.8
C[C@@H]1CCCCO[C@@H](CN(C)S(C)(=O)=O)[C@H](C)CN([C@@H](C)CO)C(=O)c2cc(NS(C)(=O)=O)ccc2O1	0.7
CCNC(=O)C[C@@H]1CC[C@H]2[C@H](COc3ccc(NC(=O)c4ccccc4)cc3C(=O)N2C)O1	0.3
C[C@@H]1CN([C@H](C)CO)C(=O)Cc2cc(NS(=O)(=O)c3cn(C)cn3)ccc2O[C@H]1CN(C)Cc1ccccc1	-2.7

The whole of this part, repeating the preview:
SMILES	Mtb BioA inh
C[C@H](CO)N1C[C@H](C)[C@@H](CN(C)Cc2ccncc2)OCCCC[C@H](C)Oc2ccc(NS(=O)(=O)c3ccccc3)cc2C1=O	-2.1
CNC[C@H]1OCCCC[C@H](C)Oc2ccc(NS(=O)(=O)c3cccs3)cc2C(=O)N([C@H](C)CO)C[C@@H]1C	-3.3
C[C@@H]1CN([C@@H](C)CO)C(=O)CCCn2nncc2CO[C@@H]1CN(C)CC1CC1	-0.7
CN(C)CC(=O)N[C@@H]1CC[C@@H](CCNC(=O)C2CCCCC2)O[C@H]1CO	-0.1
C[C@@H]1CN([C@H](C)CO)C(=O)c2cc(NC(=O)c3ccccc3)ccc2O[C@@H](C)CCCCO[C@H]1CN(C)C(=O)Nc1cccc2ccccc12	2.1
C[C@H](O)C#Cc1ccc([C@H]2[C@@H](CO)N3CCCCN(S(=O)(=O)Cc4ccccc4)C[C@@H]23)cc1	0.2
Cc1ccc(S(=O)(=O)N(C)C[C@H]2OCCCC[C@H](C)Oc3ccc(NC(=O)Nc4ccc(F)cc4)cc3C(=O)N([C@@H](C)CO)C[C@@H]2C)cc1	-1.8
C[C@@H]1CCCCO[C@@H](CN(C)S(C)(=O)=O)[C@H](C)CN([C@@H](C)CO)C(=O)c2cc(NS(C)(=O)=O)ccc2O1	0.7
CCNC(=O)C[C@@H]1CC[C@H]2[C@H](COc3ccc(NC(=O)c4ccccc4)cc3C(=O)N2C)O1	0.3
C[C@@H]1CN([C@H](C)CO)C(=O)Cc2cc(NS(=O)(=O)c3cn(C)cn3)ccc2O[C@H]1CN(C)Cc1ccccc1	-2.7
COc1ccc(S(=O)(=O)Nc2cccc3c2O[C@@H](CN(C)S(=O)(=O)c2cccs2)[C@H](C)CN([C@H](C)CO)C3=O)cc1	-1.3
CO[C@@H]1CN(C)C(=O)c2cc(NC(C)=O)ccc2OC[C@H](C)N(C(=O)c2ccccc2F)C[C@@H]1C	-1.4
C[C@H]1CN([C@@H](C)CO)C(=O)c2cc(NC(=O)CCC(F)(F)F)ccc2O[C@H]1CN(C)S(C)(=O)=O	1.1
C[C@H](CO)N1C[C@H](C)[C@@H](CN(C)C)Oc2ccc(NC(=O)CCCCCC(=O)Nc3ccccc3N)cc2CC1=O	-1.9
Cc1ccc(S(=O)(=O)Nc2ccc3c(c2)CC(=O)N([C@H](C)CO)C[C@H](C)[C@H](CN(C)S(=O)(=O)c2ccc(C)cc2)O3)cc1	-0.6
C[C@@H]1CCCCO[C@H](CN(C)Cc2ccc(C(=O)O)cc2)[C@H](C)CN([C@@H](C)CO)C(=O)c2cc(NS(=O)(=O)c3ccc(F)cc3)ccc2O1	-2.5
Cc1noc(C)c1NC(=O)N1C[C@H](O)COC[C@H]2O[C@H](CC(=O)N3CCc4ccccc4C3)CC[C@@H]21	-0.7
CCN1[C@@H]2Cn3c(ccc(-c4ccc(OC)cc4)c3=O)[C@H]1[C@@H](C(=O)OC)[C@@H]2CO	-1.2
O=C(C[C@@H]1CC[C@H]2[C@@H](COC[C@@H](O)CN2C(=O)c2ccccn2)O1)N1CCN(c2ccccc2)CC1	-2.1
O=C(NC1CCC1)[C@@H]1[C@@H](CO)[C@@H]2Cn3c(ccc(-c4ccncc4)c3=O)[C@@H]2N1CC1CC1	2.5
CC(C)CC#Cc1ccc2c(c1)O[C@@H](CN(C)C(=O)Nc1ccccc1F)[C@H](C)CN([C@@H](C)CO)S2(=O)=O	-3.2
C[C@@H]1CN([C@H](C)CO)C(=O)c2cc(NS(=O)(=O)c3cn(C)cn3)ccc2O[C@H]1CN(C)CC1CCCCC1	20
COCC(=O)N(C)C[C@@H]1Oc2cc(C#CC(C)C)ccc2S(=O)(=O)N([C@H](C)CO)C[C@@H]1C	4.2
CC(C)NC(=O)N(C)C[C@H]1Oc2c(NC(=O)c3ccncc3)cccc2C(=O)N([C@@H](C)CO)C[C@@H]1C	-2.5
C[C@@H]1CCCCO[C@H](CN(C)C(=O)Nc2ccccc2)[C@H](C)CN([C@@H](C)CO)C(=O)c2cc(NS(=O)(=O)c3ccc(Cl)cc3)ccc2O1	0.3
Continuation.
SMILES	Mtb BioA inh
O=C(C[C@H]1CC[C@H]2[C@@H](COC[C@@H](O)CN2C(=O)c2ccccc2)O1)NC1Cc2ccccc2C1	-0.2
C[C@H](CO)N1C[C@H](C)[C@@H](CN(C)C(=O)Nc2ccc(F)cc2)Oc2ccc(NC(=O)C3CCCCC3)cc2CC1=O	0.9
CC(C)NC(=O)N[C@H]1CC[C@@H](CCn2cc(-c3ccc(F)cc3)nn2)O[C@H]1CO	1.4
Cc1noc(C)c1NC(=O)Nc1ccc2c(c1)C(=O)N([C@H](C)CO)C[C@H](C)[C@@H](CN(C)C(=O)Nc1c(C)noc1C)OCCCC[C@@H](C)O2	-0.9
O=C(CCN1CCCCC1)NCC[C@H]1CC[C@H](NC(=O)c2ccc(F)cc2)[C@@H](CO)O1	-3.9
CCC(=O)N[C@@H]1CC[C@@H](CCn2cc(-c3cccc(OC)c3)nn2)O[C@H]1CO	-0.1
C[C@H]1CN([C@@H](C)CO)C(=O)c2cc(NC(=O)C3CCCCC3)ccc2O[C@H]1CN(C)Cc1ccc(C(F)(F)F)cc1	-1.4
C[C@@H]1CN([C@@H](C)CO)C(=O)c2cccc(NC(=O)Nc3ccc(C(F)(F)F)cc3)c2O[C@@H]1CN(C)S(=O)(=O)c1ccc(Cl)cc1	-2.5
COc1ccc(NC(=O)N(C)C[C@H]2Oc3c(NC(=O)c4ccc(-c5nccs5)cc4)cccc3C(=O)N([C@H](C)CO)C[C@@H]2C)cc1	-1.4
CNC[C@H]1Oc2ccc(NS(=O)(=O)c3cccs3)cc2C(=O)N([C@H](C)CO)C[C@H]1C	-0.8
C[C@@H]1CN([C@@H](C)CO)C(=O)Cc2cc(N(C)C)ccc2O[C@H]1CN(C)CC1CC1	-1.2
C[C@H]1CN([C@@H](C)CO)S(=O)(=O)c2ccc(C3=CCCC3)cc2O[C@H]1CN(C)Cc1cccnc1	0.2
C[C@H](CO)N1C[C@H](C)[C@H](CN(C)C(=O)Nc2ccc(C(F)(F)F)cc2)OCCCC[C@H](C)Oc2ccc(NC(=O)CCC(F)(F)F)cc2C1=O	1.4
C[C@H]1CN([C@@H](C)CO)C(=O)c2cc(NS(C)(=O)=O)ccc2O[C@H]1CN(C)CC1CCCCC1	23
OC[C@H]1[C@H](c2ccc(C#CC3(O)CCCC3)cc2)[C@@H]2CN(Cc3cccnc3)CCCCN12	-3.1
C[C@H]1CN([C@@H](C)CO)C(=O)Cc2cc(NS(C)(=O)=O)ccc2O[C@@H]1CN(C)Cc1ccc(C(=O)Nc2ccccc2N)cc1	-0.7
CNC[C@H]1Oc2ccc(NS(=O)(=O)c3cn(C)cn3)cc2CC(=O)N([C@H](C)CO)C[C@@H]1C	0.5
O=C(NCC1CC1)[C@H]1[C@H](CO)[C@H]2Cn3c(cccc3=O)[C@H]2N1Cc1cncnc1	2.7
CO[C@H]1CN(C)C(=O)c2ccc(NC(=O)C3CCCCC3)cc2OC[C@@H](C)N(Cc2cccnc2)C[C@H]1C	-1.2
C[C@H]1CN([C@@H](C)CO)C(=O)CCCn2nncc2CO[C@@H]1CN(C)Cc1ccc2c(c1)OCCN2C	0.2
CCC(=O)N1CCCCN2[C@@H](CO)[C@@H](c3ccc(-c4cccc(C(=O)N(C)C)c4)cc3)[C@@H]2C1	-2.1
CC(C)C(=O)Nc1ccc2c(c1)C(=O)N(C)[C@H]1CC[C@H](CC(=O)Nc3cccc(Cl)c3)O[C@@H]1CO2	0.3
COCC(=O)Nc1ccc2c(c1)[C@H]1C[C@H](CC(=O)NCC3CC3)O[C@H](CO)[C@H]1O2	-1.3
C[C@@H]1CN([C@H](C)CO)C(=O)c2cc(NS(C)(=O)=O)ccc2O[C@@H](C)CCCCO[C@@H]1CN(C)C(=O)c1ccccc1	2.7
Cc1noc(C)c1NC(=O)Nc1ccc2c(c1)C(=O)N([C@@H](C)CO)C[C@H](C)[C@@H](CN(C)C(=O)Nc1ccc(F)cc1)OCCCC[C@H](C)O2	1.1
(listing goes on)
SMILES	Mtb BioA inh
C[C@H](CO)N1C[C@H](C)[C@@H](CN(C)CC2CCCCC2)OCCCC[C@H](C)Oc2ccc(N(C)C)cc2C1=O	-1.6
CC(C)C#Cc1ccc2c(c1)O[C@H](CN(C)C(=O)Cc1ccccn1)[C@H](C)CN([C@H](C)CO)S2(=O)=O	0.1
Cc1noc(C)c1S(=O)(=O)Nc1ccc2c(c1)CC(=O)N([C@@H](C)CO)C[C@@H](C)[C@@H](CN(C)S(=O)(=O)c1cccs1)O2	5.0
O=C(Nc1cccc(F)c1)N1CCCCN2[C@H](C1)[C@H](c1ccc(C#Cc3ccccc3)cc1)[C@@H]2CO	-4.1
CO[C@H](CN(C)S(=O)(=O)c1ccc(C)cc1)[C@H](C)CN(Cc1ccccc1Cl)[C@H](C)CO	1.0
C[C@@H]1CN([C@H](C)CO)C(=O)c2cc(NC(=O)Nc3ccc(F)cc3)ccc2O[C@@H](C)CCCCO[C@H]1CN(C)Cc1ccccc1	-0.1
CC(C)NC(=O)N(C)C[C@H]1OCCCC[C@H](C)Oc2ccc(NS(=O)(=O)c3ccccc3)cc2C(=O)N([C@@H](C)CO)C[C@@H]1C	-2.0
O=C(C[C@H]1CC[C@H]2NC[C@@H](O)COC[C@@H]2O1)NCc1ccc(Oc2ccccc2)cc1	-1.2
COCC#Cc1ccc([C@H]2[C@@H](CO)N3CCCCN(S(=O)(=O)c4cccc(OC)c4)C[C@H]23)cc1	7.8
CN1C(=O)c2cc(NS(C)(=O)=O)ccc2OC[C@H]2O[C@H](CC(=O)O)CC[C@H]21	-0.9
C[C@H](CO)N1C[C@H](C)[C@@H](CN(C)S(=O)(=O)c2cn(C)cn2)Oc2ccc(N(C)C)cc2C1=O	-1.7
COc1ccccc1NC(=O)C[C@H]1CC[C@H]2[C@@H](COc3ccc(NS(C)(=O)=O)cc3C(=O)N2C)O1	0.0
C[C@@H]1CN([C@@H](C)CO)C(=O)c2cc(C#Cc3cccc(F)c3)cnc2O[C@H]1CN(C)CC1CCCC1	-1.0
O=C(C[C@H]1C[C@H]2c3cc(NC(=O)Nc4ccccc4F)ccc3O[C@H]2[C@@H](CO)O1)NC1CCCC1	-5.8
CC(C)C#Cc1cnc2c(c1)C(=O)N([C@@H](C)CO)C[C@H](C)[C@H](CN(C)S(=O)(=O)c1cn(C)cn1)O2	-2.2
COCC(=O)N1C[C@H](C)[C@@H](OC)CN(C)C(=O)c2ccc(NC(=O)c3cc(C)on3)cc2OC[C@H]1C	1.7
C[C@H](CO)N1C[C@H](C)[C@@H](CN(C)S(=O)(=O)c2cn(C)cn2)Oc2c(NC(=O)NC3CCCCC3)cccc2C1=O	-0.7
COc1ccc(S(=O)(=O)Nc2ccc3c(c2)C(=O)N([C@@H](C)CO)C[C@@H](C)[C@H](CN(C)S(=O)(=O)c2ccc(OC)cc2)OCCCC[C@H](C)O3)cc1	-0.5
CCS(=O)(=O)N(C)C[C@H]1OCc2ccccc2-c2c(n(C)c3ccccc23)C(=O)N([C@H](C)CO)C[C@H]1C	-1.0
CN1C(=O)c2cc(NC(=O)c3cc(F)cc(F)c3)ccc2OC[C@H]2O[C@@H](CC(=O)O)CC[C@H]21	1.8
C[C@H](CO)N1C[C@H](C)[C@@H](CN(C)C)Oc2ncc(-c3ccccc3F)cc2C1=O	-1.4
C[C@@H]1CN([C@H](C)CO)C(=O)Cc2cc(NS(=O)(=O)c3ccc(Cl)cc3)ccc2O[C@H]1CN(C)C(=O)Nc1ccccc1	-0.6
O=C(Nc1cccc(F)c1)N1CCCCN2[C@H](CO)[C@@H](c3ccc(C#Cc4cccnc4)cc3)[C@@H]2C1	-1.5
Cc1cc(C(=O)Nc2cccc3c2O[C@@H](CN(C)C(=O)NC2CCCCC2)[C@H](C)CN([C@@H](C)CO)C3=O)n(C)n1	0.3
O=C(O)C[C@H]1C[C@@H]2c3cc(NC(=O)NC4CCCCC4)ccc3O[C@@H]2[C@@H](CO)O1	-2.7
CCC(=O)Nc1ccc2c(c1)OC[C@@H](C)NC[C@@H](C)[C@@H](OC)CN(C)C2=O	-2.7
O=C(Nc1ccc2c(c1)OCO2)N[C@@H]1CC[C@@H](CCNC(=O)C2CCCC2)O[C@@H]1CO	-2.7
Cc1ccccc1-c1cnc2c(c1)C(=O)N([C@@H](C)CO)C[C@@H](C)[C@H](CN(C)C(=O)c1cccnc1)O2	0.9
C[C@H]1CN([C@@H](C)CO)C(=O)c2cc(C#Cc3ccc(F)cc3)cnc2O[C@H]1CN(C)Cc1ccccn1	2.5
C[C@H](CO)N1C[C@H](C)[C@@H](CN(C)CC2CC2)OCc2ccccc2-c2ccccc2C1=O	1.3
